High-throughput results deposited in PubChem BioAssay by several laboratories.
RBBP9 inh: human RBBP9 inhibitors, primary screen, biochemical, fluorescence polarization, FP-Rh probe, HTS. recombinant RBBP9. Serine hydrolase RBBP9 (Homo sapiens), O75884. actives 0.2% (n = 220,000). AID 1515, 2009. inhibition, % at 7.94 µM;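 active = inhibition above the campaign mean of all tested compounds plus 3 SD, cut at about 14% in these data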;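 also: plate controls were DMSO wells with RBBP9 for no effect and wells lacking RBBP9 protein for full effect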
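Material: RBBP9 protein. Amount: RBBP9 at 2.5 µM in dispensed solution, before mixing. Schedule: 30 min then 45 min, 25 °C. Medium: Tris buffer pH 8.0, NaCl, Pluronic. Measured by: fluorescence polarization. Measure: percent inhibition from mP, scaled between DMSO and no-protein wells. Replication: one well per compound.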
PERK inhibitor: block of dimerizer-induced PERK translation repression, primary screen, PERK inhibitor project, CHO PERK-DD cells, SEAP luminescence, HTS; Eukaryotic translation initiation factor 2-alpha kinase 3 (Homo sapiens), Q9NZJ5; CHO PERK-DD fusion, SEAP luminescence translation reporter; inhibition, % at 5.6 µM; actives 0.17% (n = 220,000); AID 1416, 2008;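 active = inhibition above the mean inhibition of all tested compounds plus 3 SD, set separately per screening campaign, cut at about 2.9% in these data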;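 also: PERK kinase domain activated by AP20187 dimerizer at 100 nM; 0% = DMSO with dimerizer and 100% = rapamycin at 8.4 µM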
Runt-SMMHC FRET: inhibitors of RUNX1 Runt–CBFb-SMMHC binding, primary screen, biochemical, FRET, Cerulean-Runt, Venus-CBFb-SMMHC, uHTS | Cerulean-Runt/Venus-CBFb-SMMHC FRET ratio 530/480, 1 h | inhibition, % at 20 µM | actives 0.74% (n = 220,000);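 active = mean inhibition across duplicate retests at 20 µM reaching about 50%, limit read from the data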;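 also: 0% = DMSO wells and 100% = wells with excess untagged CBFb-SMMHC; inhibitors lower the FRET ratio by blocking Runt binding to CBFb-SMMHC; some results filed as inactive read as strong as hits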
Target sequence (Q01196 whole entry, looked up): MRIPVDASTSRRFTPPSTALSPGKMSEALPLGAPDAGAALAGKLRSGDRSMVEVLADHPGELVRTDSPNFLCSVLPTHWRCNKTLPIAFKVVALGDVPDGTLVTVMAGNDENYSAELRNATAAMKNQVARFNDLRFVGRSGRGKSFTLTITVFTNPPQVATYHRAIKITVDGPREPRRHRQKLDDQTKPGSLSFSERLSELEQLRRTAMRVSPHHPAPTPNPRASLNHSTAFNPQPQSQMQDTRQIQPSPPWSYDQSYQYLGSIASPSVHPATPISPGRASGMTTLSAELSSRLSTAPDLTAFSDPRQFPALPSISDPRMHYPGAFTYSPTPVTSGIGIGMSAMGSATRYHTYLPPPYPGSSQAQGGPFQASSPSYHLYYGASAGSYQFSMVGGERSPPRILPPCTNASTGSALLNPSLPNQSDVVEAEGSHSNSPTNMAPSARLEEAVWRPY
Target sequence (Q13951 whole entry, looked up): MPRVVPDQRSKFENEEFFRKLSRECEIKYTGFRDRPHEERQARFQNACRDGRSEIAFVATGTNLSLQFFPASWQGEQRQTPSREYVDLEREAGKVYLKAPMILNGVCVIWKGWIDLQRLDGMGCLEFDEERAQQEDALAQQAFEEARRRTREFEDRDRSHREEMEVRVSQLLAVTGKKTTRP
Runt-CBFb FRET: inhibitors of RUNX1 Runt–CBFb binding, primary screen, biochemical, FRET, Cerulean-Runt, Venus-CBFb, uHTS; Runt-related transcription factor 1 (Homo sapiens) + Core-binding factor subunit beta …; Cerulean-Runt/Venus-CBFb FRET ratio 530/480, 1 h; inhibition, % at 20 µM; actives 0.46% (n = 220,000); AID 1496, 2009;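 active = inhibition over about 50% at 20 µM in the single-dose screen, limit read from the data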;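 also: 0% = DMSO wells and 100% = excess unlabeled CBFb competitor control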
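Assay system: Cerulean-Runt domain / Medium: Tris 50 mM pH 7.5, KCl, K2SO4, 0.01% BSA / Timing: protein complex preformed 1 h, compound exposure 1 h, room temperature, dark / Measured by: FRET, excitation 422 nm, emission at 530 and 480 nm / Evaluation: loss of energy transfer signal / Control set: 5 µM unlabeled CBFb as full-inhibition high control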
EP2 antag: human EP2 receptor antagonists, primary screen, TR-FRET cAMP, C6 glioma cells. Prostaglandin E2 receptor EP2 subtype (Homo sapiens), P43116. C6 glioma cells expressing human EP2; cells stimulated with saturating PGE2. inhibition, % at 25 µM. actives 0.52% (n = 260,000);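 active = percent inhibition above 40 after rounding to a whole number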;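 also: rat C6 glioma host cells with rolipram phosphodiesterase inhibitor present; the protocol text gives 20 µM as final concentration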
Target sequence (P43116 whole entry, looked up): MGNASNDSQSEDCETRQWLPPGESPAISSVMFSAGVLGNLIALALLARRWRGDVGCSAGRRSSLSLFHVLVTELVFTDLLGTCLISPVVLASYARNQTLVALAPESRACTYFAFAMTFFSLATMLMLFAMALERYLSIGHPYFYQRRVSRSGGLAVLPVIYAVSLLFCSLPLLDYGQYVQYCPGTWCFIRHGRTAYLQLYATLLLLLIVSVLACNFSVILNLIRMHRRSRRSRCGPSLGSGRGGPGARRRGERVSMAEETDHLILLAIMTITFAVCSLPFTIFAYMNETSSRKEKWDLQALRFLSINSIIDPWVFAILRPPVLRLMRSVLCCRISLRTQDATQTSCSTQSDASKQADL
TNF necrop inh: inhibitors of TNF-alpha triggered necroptosis, primary screen, cell-based, Jurkat FADD-/-, single concentration. Jurkat FADD-/- TNF necroptosis rescue, ATP luminescence, 24 h; 0 = TNF only, 100 = no-TNF cells. activation (protection from cell death), % at 10 µM. actives 0.068% (n = 220,000). AID 463075, 2010;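 active = activation, meaning protection from cell death, of at least 50% relative to plate controls; inactive = activation below 50%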;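 also: necroptosis triggered by 40 ng/mL TNF-alpha added together with compound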
L929 necroptosis: inhibitors of zVAD-triggered necroptosis, primary screen, L929 cells. viability rescue, % at 10 µM. L929 zVAD necroptosis rescue, ATP luminescence, 24 h; with zVAD 60 µM. AID 1377, 2008. actives 0.38% (n = 220,000);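 active = activation, scaled between plate controls, above about 75%, limit read from the data; inactive = activation under that limit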;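 also: 0% = zVAD with DMSO and 100% = DMSO alone without zVAD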
EP2 modulator: EP2 receptor modulators, cAMP readout, primary screen, cell-based, HTRF cAMP, PGE2 stimulation; Prostaglandin E2 receptor EP2 subtype (Homo sapiens), P43116; EP2-expressing cells, cAMP HTRF FRET, PGE2 co-stimulation; induction, % at 25 µM; actives 0.83% (n = 260,000); AID 940, 2007;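 active = compounds whose cAMP rise, as percent of the full-agonist control response, exceeds 60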;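 also: rat C6 glioma line stably carrying human EP2 under a CMV promoter; the protocol text gives 20 µM as final concentration; 100% = response of wells given 1 µM PGE2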
Hck-Nef inh: inhibitors of Nef-activated human Hck kinase, primary screen, biochemical, Z-Lyte FRET, 384-well, Hck-YEEI; Tyrosine-protein kinase HCK (Homo sapiens), P08631; Recombinant Hck-YEEI plus Nef, Z-Lyte FRET kinase assay; inhibition, % at 20 µM; actives 0.68% (n = 220,000); AID 463187, 2010;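 active = Hck-Nef kinase inhibition above about 50%, limit read from the data; inactive = inhibition below that limit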;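 also: 0% = DMSO with Hck plus Nef and 100% = Hck alone without Nef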
* marks the source's active call; other numbers are inactive results; . = no result given; & = joins results of further samples. Not all compounds are listed; the hit share may differ from the screen's.

SMILES	RBBP9 inh	PERK inhibitor	Runt-SMMHC FRET	Runt-CBFb FRET	EP2 antag	TNF necrop inh	L929 necroptosis	EP2 modulator	Hck-Nef inh
CC(=O)NNC(=O)CC(=O)Nc1nc(C23CC4CC(CC(C4)C2)C3)cs1	-10	0.2	2	-1	8	0.5	0.6	-33	2
Cc1c(Cl)cccc1NC(=O)CCN1CCCCC1	-7	0.6	1	0	6	0.6	0.2	-9	2
COC(=O)C1=C(C)Nc2c(c(=O)n(C)c(=O)n2C)C1c1cccnc1 (stereo not given)	-5	0.8	-3	1	12	-1.0	0.3	28	6
CSc1ccc(/C=N\NC(=O)CC(=O)NC(C)C)cc1	-14	0.3	1	0	9	0.4	0.7	-26	10
COc1ccc(-c2cc(=O)[nH]c(NCc3ccccc3)n2)cc1	5	0.0	-4	-1	7	-0.2	1.8	18	0
CC1CCN(C(=O)CSc2ccc(-c3ccccc3)nn2)CC1	-3	0.5	4	-2	9	1.5	0.8	-16	-1
COc1cccc(NC(=S)NCCC(c2ccccc2)c2ccccc2)c1	-9	0.6	1	-1	22	-12	-0.5	3	1
COC(=O)[C@@]1(Cc2ccc(F)cc2)[C@H]2c3cc(C(=O)N(C)C)n(Cc4ccccn4)c3C[C@H]2CN1C(=O)c1ccccc1	-8	-0.2	-1	-2	6	-0.8	-0.3	11	-4
Cn1c(=O)c2c(nc(NCCc3ccccc3)n2Cc2ccccc2)n(C)c1=O	-11	-0.7	0	-2	20	-5.1	0.3	-16	1
CCC1SC2=NC(C)=C(C(=O)OCC(C)C)C(/C=C/c3ccccc3OC)N2C1=O (stereo not given)	-9	-0.2	-8	-4	2	0.9	-0.2	33	0
Cc1cccc(NC(=O)c2n[nH]c([N+](=O)[O-])c2Br)c1C	-8	0.8	4	1	12	0.2	35	-75	12
CCN(CC)S(=O)(=O)c1cc(C(=O)OCC(=O)Nc2cccc(C)c2C)ccc1F	-8	0.6	2	-3	8	1.6	1.8	4	0
O=P(CCN1CCCCC1)(c1ccccc1)c1ccccc1	-1	0.6	2	0	1	1.8	0.3	-7	1
COc1ccc(C(=O)N2CCC(C(=O)Nc3ccc4c(c3)OCO4)CC2)cc1	2	0.1	-5	2	7	0.8	0.8	21	6
C=CCn1c(CNC(=O)c2ccco2)nnc1SCC(=O)Nc1cccc(Br)c1	-15	-0.4	-1	-1	1	1.0	1.2	-15	-1
c1ccc(N2CCN(c3nc(-c4cccs4)nc4ccccc34)CC2)cc1	0	-0.7	2	-2	7	2.2	2.4	9	2
Cc1cc(=O)[nH]c(N/N=C/c2c(C)nn(-c3ccccc3)c2Cl)n1	-8	0.4	1	2	5	-1.6	0.1	-14	18
S=C(Nc1cccnc1)Nc1cccc2cnccc12	-4	0.1	7	32	13	-1.1	-0.3	-28	-36
CCCN(/C=N/c1sc2c(c1C#N)CCCCC2)CCC	2	0.0	3	0	12	-1.6	0.7	1	2
Fc1cccc(/C=C2\CCCC3=C2NC(=S)NC3c2cccc(F)c2)c1 (stereo not given)	0	0.0	-1	9	6	-15	-0.7	26	-35
COc1cc(C(c2sc3nc(C)nn3c2O)N2CCC3(CC2)OCCO3)cc(OC)c1OC (stereo not given)	2	0.1	-2	6	10	-0.5	0.4	13	3
O=C(Cn1cc(C(F)(F)F)ccc1=O)NCCc1ccc(Cl)cc1Cl	-11	-0.3	4	0	7	1.1	1.1	-32	-1
COC(=O)c1sccc1NC(=O)Cc1ccc(OC)c(OC)c1	-6	0.3	2	-2	2	2.4	0.4	-11	3
Cc1cc(C)nc(SCNC(=O)c2ccccc2)n1	1	1.0	18	69*	3	-2.2	-0.4	21	8
Oc1ccc(-c2csc(-c3c[nH]c4ccccc34)n2)c(O)c1	4	2.2	-12	-5	13	0.2	13	-50	14
COc1ccccc1N1CCN(c2nc(C)nc3c2oc2ccccc23)CC1	5	0.1	-14	-8	9	-10	-0.8	6	0
Cc1ccccc1OCC(=O)N/N=C/c1cn(Cc2ccccc2)c2ccccc12	-12	0.5	-4	0	12	1.6	0.8	-33	7
O=C(c1ccco1)N1N=C(c2ccncc2)CC1(O)C(F)(F)F (stereo not given)	-3	1.3	.	.	7	-4.3	4.3	36	25
C=CCN(CC(=O)NCc1ccc(F)cc1)C(=O)c1csnn1	-4	0.9	-6	-2	9	-1.1	-0.8	29	5
c1ccc2sc(NC3=NCN(CCN4CCOCC4)CN3)nc2c1	-8	-0.3	1	-2	9	0.6	0.2	8	23

Reformatted in CSV form: part of the list above.
Compound,RBBP9 inh,PERK inhibitor,Runt-SMMHC FRET,Runt-CBFb FRET,EP2 antag,TNF necrop inh,L929 necroptosis,EP2 modulator,Hck-Nef inh
Oc1ccc(-c2csc(-c3c[nH]c4ccccc34)n2)c(O)c1,4,2.2,-12,-5,13,0.2,13,-50,14
COc1ccccc1N1CCN(c2nc(C)nc3c2oc2ccccc23)CC1,5,0.1,-14,-8,9,-10,-0.8,6,0

(listing goes on)
SMILES	RBBP9 inh	PERK inhibitor	Runt-SMMHC FRET	Runt-CBFb FRET	EP2 antag	TNF necrop inh	L929 necroptosis	EP2 modulator	Hck-Nef inh
COC(=O)C1=C(C)N=C2SC(C)C(=O)N2C1/C=C/c1ccccc1OC (stereo not given)	-8	-1.0	1	-4	11	0.4	1.4	32	2
COC(C[C@H]1O[C@H]1[C@@H](O)[C@H](C)OCc1ccccc1)OC	.	.	3	3	6	0.7	-0.3	16	33
CCOC(=O)c1sc(NC(=O)Nc2ccc(Cl)cc2)nc1C	-7	1.2	-9	2	7	-3.0	4.6	-36	-1
CC1(C)CC(=O)C=C(NCCc2ccc(S(N)(=O)=O)cc2)C1	-4	1.8	-4	1	7	0.8	1.2	8	4
O=C(NCc1ccc(Cl)cc1)NCC(F)(F)F	-2	0.9	4	-1	6	3.7	0.7	-1	1
C=CCn1c(SC(C)C(N)=O)nc2sc(CC)cc2c1=O (stereo not given)	-8	-0.1	-2	-1	3	0.0	-1.1	-11	-1
CCCCNC(=O)CNC(=S)N(Cc1cc(OC)c(OC)c(OC)c1)C1CCCC1	-9	-0.7	-2	0	5	2.0	0.2	-3	3
O=C(Cc1ccccc1)N1CCCC1c1ccccc1 (stereo not given)	-7	0.8	2	2	4	9.8	0.3	16	-3
COc1ccccc1N(CC(=O)NCc1ccccn1)S(C)(=O)=O	-7	0.5	-21	1	10	1.6	0.0	14	0
COC(=O)CCc1sc(Nc2ccc(Br)cc2)nc1-c1ccc(OC)cc1	-7	-0.6	2	6	6	4.2	14	10	1
COc1cccc(CN2CCNC(=O)C2CC(=O)NC2Cc3ccccc3C2)c1 (stereo not given)	-2	0.1	-2	-2	0	1.0	0.2	17	15
COCCn1c(SCC(=O)Nc2ccc(N3CCOCC3)cc2)nc2ccccc21	-5	0.3	3	2	4	2.1	0.8	27	1
CC(C)NC(=O)CC(=O)N/N=C/c1cccs1	3	0.3	-3	-1	12	1.5	0.1	7	20
N#Cc1c(C(F)(F)F)cc(-c2ccco2)nc1SCc1ccncc1	0	0.5	7	13	5&5	-4.4	-0.3	39&17	2
Cc1ccccc1NC(=S)N(CCN(C)C)C(C)c1ccco1 (stereo not given)	2	0.8	4	1	11	2.0	0.0	-29	1
Cc1ccc(S(=O)(=O)/C=C2\NC(=O)CS2)cc1	-4	0.8	-6	1	-3	-0.3	0.0	21	6
CC(C(=O)NCC1(c2ccccc2)CCOCC1)N1CCOCC1 (stereo not given)	-4	0.9	.	.	3	-0.1	-0.2	-5	22
O=C(CCN1C(=O)/C(=C/c2cccc(Br)c2)SC1=S)NNC(=O)c1cccnc1	-8	0.8	6	3	12	-8.7	2.0	-18	7
N#Cc1c(N)n(C2CCCCC2)c2nc3ccccc3nc12	-7	-0.5	58*	78*	12	-4.2	0.5	.	12
Cc1ccccc1CSc1nnc([C@@H]2CCCN2)o1	-13	0.1	-3	-1	4	-0.1	0.5	6	8
O=C(NC(Cc1ccccc1)C(=O)O)/C(=C\c1ccc(F)cc1)NC(=O)c1ccccc1 (stereo not given)	3	1.6	2	-2	2	-0.8	1.0	5	1
CC1=C(C)CC2C(=O)N(Cc3ccccc3)C(=O)C2C1 (stereo not given)	-1	-0.6	0	0	8	2.4	-0.1	31	-24

Structures above that contain an aryl thioether with sulfur outside any ring:
SMILES	RBBP9 inh	PERK inhibitor	Runt-SMMHC FRET	Runt-CBFb FRET	EP2 antag	TNF necrop inh	L929 necroptosis	EP2 modulator	Hck-Nef inh
CSc1ccc(/C=N\NC(=O)CC(=O)NC(C)C)cc1	-14	0.3	1	0	9	0.4	0.7	-26	10
CC1CCN(C(=O)CSc2ccc(-c3ccccc3)nn2)CC1	-3	0.5	4	-2	9	1.5	0.8	-16	-1
C=CCn1c(CNC(=O)c2ccco2)nnc1SCC(=O)Nc1cccc(Br)c1	-15	-0.4	-1	-1	1	1.0	1.2	-15	-1
Cc1cc(C)nc(SCNC(=O)c2ccccc2)n1	1	1.0	18	69*	3	-2.2	-0.4	21	8
C=CCn1c(SC(C)C(N)=O)nc2sc(CC)cc2c1=O (stereo not given)	-8	-0.1	-2	-1	3	0.0	-1.1	-11	-1
COCCn1c(SCC(=O)Nc2ccc(N3CCOCC3)cc2)nc2ccccc21	-5	0.3	3	2	4	2.1	0.8	27	1
N#Cc1c(C(F)(F)F)cc(-c2ccco2)nc1SCc1ccncc1	0	0.5	7	13	5&5	-4.4	-0.3	39&17	2
Cc1ccccc1CSc1nnc([C@@H]2CCCN2)o1	-13	0.1	-3	-1	4	-0.1	0.5	6	8
